# CCHF vOTU inh = CCHFV vOTU protease inhibitors, primary screen, biochemical, Pep-AMC substrate, fluorescence; 370,000 tested, 0.55% active; AID 651958, 2012; inhibition, % at 11.5 µM; in the data active = inhibition above about 30%; also: 0% = vehicle wells with enzyme and 100% = no enzyme wells
# PrPC TRFRET = inhibitors of human cell surface prion protein PrPC, primary screen, cell-based, TR-FRET. inhibition, % at 13.8 µM. TR-FRET read-out. AID 720596, 2013. Major prion protein (Homo sapiens), P04156. 370,000 tested, 0.43% active; in the data active = inhibition above about 24%; also: 0% = median of the test wells and 100% = reference compound wells
# Active calls of the source: *. A portion of the library; the hit share may differ from the screen's.
SMILES,CCHF vOTU inh,PrPC TRFRET
CCOC(=O)[C@@H]1CSCCS(=O)(=O)N1C(=O)[C@H](CCSC)NC(=O)OC(C)(C)C,7,-9
COc1ccc(OC)c(CN2C(=O)CN(S(C)(=O)=O)CC2(C)c2nnnn2C2CCCC2)c1 (configuration not stated),-6,-8
CCCC[C@H]1C2CC(OC(=O)Nc3ccccc3C(F)(F)F)C(C2)[C@H]2CCCCN21 (some centres not stated),-3,-7
COC(=O)[C@]12C[C@H](CC(=O)N3CCSCC3)C(=O)N(CCC3=CCCCC3)C1=C[C@H](C(C)C)O[C@@H]2C1CC1,25,18
Cc1ccc(S(=O)(=O)N2CCCC(C(=O)NCCN3CCC(Cc4ccccc4)CC3)C2)cc1 (configuration not stated),5,-10
C[C@@H](CCCCC1(C)OCCO1)CCC(=O)N(c1ccccc1)c1ccccc1,16,1
CC(C)[C@@H](CO)N(Cc1cn(Cc2ccccc2)nn1)S(=O)(=O)c1ccccc1Br,-2,-3
C=CCN(C(=O)[C@@H](CCCC)[C@@H](O)c1ccc(C(C)=O)cc1)c1ccccc1,7,-2
C[C@@H]1C(c2ccccc2)CC(=O)C(=O)C[C@@H]1C(=O)N1CCCC1 (some centres not stated),-7,-1
COC(=O)[C@]12C[C@H](CC(=O)NCCC(C)C)C(=O)N(Cc3ccccc3)C1=C[C@H](COCc1ccccc1)O[C@@H]2C,6,0
C=CCN1C(=O)[C@H](CC(=O)NCCC(C)C)[C@@]2(C(=O)OCC)CCCC=C12,2,-1
COc1ccc(CNS(=O)(=O)CC2NCCc3ccccc32)cc1 (configuration not stated),1,3
COC(=O)[C@@]12C[C@@H](CC(=O)NCc3ccccc3)C(=O)N(Cc3cccc4ccccc34)C1=CCC(C)(C)C2,17,8
CN1CCN(C(=O)C[C@H]2CC[C@H]3[C@@H](COC[C@@H](O)CN3Cc3cccc(F)c3)O2)CC1,-7,3
CCC(C(=O)Nc1ccccc1N1CCCC1)c1cccc(C)c1 (configuration not stated),10,7
COC(=O)C1=C(C)N(Cc2cccc(C(F)(F)F)c2)C(=NCc2cc(OC)c(OC)c(OC)c2)NC1c1ccccc1 (configuration not stated),16,5
C#CCC1c2ccccc2CCN1CC=C (configuration not stated),-11,2
CC(C)CSc1nnc(-c2ccco2)n1C,-5,6
CCOC(=O)[C@H](CCc1ccccc1)N[C@@H](C)C(=O)N1Cc2cc(OC)c(OC)cc2C[C@H]1C(=O)O,3,10
O=C(Nc1nc2ncccn2c1-c1ccc(F)c(F)c1)C1CC1,-45,3
Clc1cccc(CN2CCN(c3ncc(Cc4ccccc4)cn3)CC2)c1Cl,-3,2
COc1ccc(S[C@]2(C(=O)N3CCN(c4ncccn4)CC3)CC(=O)N(C(=O)C3CC3)[C@@H]2c2ccc(OC)cc2)cc1,-3,2
COc1ccc(-c2ccc3c(n2)CCCN3S(=O)(=O)c2ccccc2C)cc1,-11,13
CN1CCN(c2ccc3c(c2)Oc2ccccc2CN(Cc2cn(Cc4ccc(F)cc4)nn2)S3(=O)=O)CC1,-6,-5
CC(=O)CC[C@H]1CC[C@]2(CCCN(Cc3nccn3C)C2)O1,-1,-8

# Going on with the list:
SMILES,CCHF vOTU inh,PrPC TRFRET
Cc1cc2c(cc1C)-c1nnnn1C(N1CCCCC1)C(=O)N2 (configuration not stated),0,5
COCCN1Cc2cc(C(=O)OC)c3c(c2C1=O)c1cc(OC)ccc1n3S(=O)(=O)c1ccc(C)cc1,3,-1
COC(=O)C1=C(C)N(Cc2ccc(C(F)(F)F)cc2)C(=NCc2ccc(OC)cc2)NC1c1ccccc1 (configuration not stated),30*,-12
C[C@@H]1Cc2cc(O)c(O)c(O)c2C(=O)O1,0,0
CN(CC#Cc1ccccc1)C(N)=NC(=O)/C=C/c1cccc(C(F)(F)F)c1,12,1
COCCN1CCCc2nc(-c3ccc(F)cc3)ccc21,-33,-27
OC1(C#Cc2c(-c3ccsc3)sc3ccccc23)CCCCC1,0,10
N#Cc1ccc(/C=C2\CC3(OC(=O)C4CCCCC4)CCCN2C3)cc1 (configuration not stated),6,1
COc1ccc(C2C(C(=O)Nc3ccc(F)cc3)CCC(=O)N2c2ccc(OC)cc2)cc1 (configuration not stated),-3,-8
COC(=O)[C@H](C(C)C)N(CCc1cn(Cc2ccc(C)cc2)nn1)S(=O)(=O)c1ccc(F)cc1Br,10,-3
Cc1ccc(-n2c(SCC(=O)Nc3ccccc3-c3ccccc3)nnc2-c2cccs2)cc1,-1,8
COc1ccc(C2=Nc3ccccc3N(C(=O)c3ccc(C)cc3)C2C(=O)Nc2c(C)cccc2C)cc1 (configuration not stated),-1,5
Cn1c(SC2CCCC2)nnc1-c1ccco1,-6,-7
Cc1cc(Br)ccc1OCCCN1CCC(C(O)(c2ccccc2)c2ccccc2)CC1,8,-14
COC(=O)[C@H](C(C)C)N1Cc2nnn(CC3CCCCC3)c2-c2cc(F)ccc2S1(=O)=O,6,3
O=C(NCc1cccs1)C1CCCN(S(=O)(=O)c2ccccc2)C1 (configuration not stated),-14,-3
COC(=O)[C@]12C[C@H](CC(=O)NCCCCc3ccccc3)C(=O)N(Cc3ccco3)C1=C[C@H](C(C)C)O[C@@H]2C1CC1,23,5
CC(=O)Nc1ccc(S(=O)(=O)NCC2CCN(C(=O)C(=O)c3cc4ccccc4o3)CC2)cc1,0,-5
CC(C)NC(=O)N[C@H]1C[C@@H]2O[C@H](CO)CC[C@@H]2O[C@@H]1CCc1ccc(-c2ccc(F)cc2)cc1,0,2
CC1(c2nnnn2Cc2ccccc2)CCCC(=O)N1Cc1cccs1 (configuration not stated),-9,8
O=C(OC12CCCN(C1)/C(=C/c1ccc(Cl)cc1)C2)c1ccccc1 (configuration not stated),4,7
CC(C)OC1=CC(=O)OC(c2cccc(Cl)c2)C1 (configuration not stated),10,-1
CC(=O)c1cc(-c2cc(C(F)(F)F)cc(C(F)(F)F)c2)c(=O)n2c1CCC2,10,-4
COCc1cc(N2CCN(C(=O)OC(C)(C)C)C[C@H]2C)ccc1N1CC[C@@H](O)C1,14,-2
COC(=O)[C@]12C[C@H](CC(=O)N3CCN(C(=O)C4CC4)CC3)C(=O)N(Cc3ccccc3)C1=C[C@H](COCc1ccccc1)O[C@@H]2C,-2,-1

# The list goes on:
SMILES,CCHF vOTU inh,PrPC TRFRET
CCCCOCCCNC(=O)C[C@H]1C[C@@]2(C(=O)OC)C(=C[C@H](C(C)(C)C)O[C@@H]2C)N(Cc2ccc(Cl)cc2Cl)C1=O,39*,-5
CC1(c2nnnn2C2CCCCC2)CSCC(=O)N1CCc1ccc(O)cc1 (configuration not stated),-8,0
S=C(Nc1cccc(Br)c1)OC1CCC12CCC(c1ccccc1)CC2 (configuration not stated),3,8
COc1cccc(N(C)C(=O)[C@@H](C2CC2)[C@@H](O)c2ccc3ccccc3c2)c1,-1,1
COC(=O)[C@]12C[C@H](CC(=O)N3CCOCC3)C(=O)N(Cc3ccc4c(c3)OCO4)C1=C[C@H](C(C)(C)C)O[C@@H]2C,-1,2
O=C(NCc1ccccc1)C(c1ccc(-c2ccccc2)cc1)n1c(=O)c(-c2ccco2)nc2ccccc21 (configuration not stated),16,8
COc1cccc(CNC(=O)[C@H]2CCCN2C(=O)[C@H]2CCCN2C(=O)c2cccc(F)c2)c1,1,0
C[C@@H]1CN([C@H](C)CO)C(=O)c2cc(Br)cnc2O[C@H]1CN(C)C(=O)c1ccc(F)cc1,4,-2
Nc1nc2c(ncn2[C@@H]2O[C@H](C(=O)N[C@H](Cc3ccccc3)C(=O)NCC3CCCCC3)[C@@H](O)[C@H]2O)c(=O)[nH]1,-5,7
CCOC(=O)[C@@]12CCCC3=C1N(CCC3)C(=O)[C@H]2CC(=O)N1CCN(C(=O)c2ccco2)CC1,3,13
CC(C)(C)NC(=O)C(c1ccnc2ccccc12)n1c(=O)c(-c2ccccc2)nc2ccccc21 (configuration not stated),-6,-1
Cc1ccc(S(=O)(=O)N2CCC(c3nc4ccccc4o3)CC2)s1,9,5
Nc1nc2ccc(Cl)cc2cc1C(=O)NCCc1ccc(Cl)cc1Cl,-3,-7
COC(=O)C[C@@H]1CC[C@H]2[C@@H](COc3ccc(NC(=O)c4cc(C)on4)cc3C(=O)N2C)O1,-3,0
COC(=O)[C@]12C[C@H](CC(=O)N3CCN(C(=O)C4CC4)CC3)C(=O)N(Cc3cccc4ccccc34)C1=C[C@H](C(C)C)O[C@@H]2C1CC1,4,-10
O=C(Nc1cccc2ccccc12)OC[C@@H]1CSCCS(=O)(=O)N1,-4,-3
O=C(C=Cc1ccc(OCc2ccccc2)cc1)c1c(F)cccc1F,14,7
CC(=O)N1CCN(c2ccc(N3CCN(C(C)=O)[C@@H](C)C3)c(C)c2)[C@H](C)C1,3,4
O=C(N[C@@H](Cc1cccnc1)C(=O)N1CCC[C@H]1C(=O)NC1CCCC1)c1ccccc1,-5,-1
C=CCN=C1NC(c2ccc(C(F)(F)F)cc2)C(C(=O)OC)=C(C)N1C (configuration not stated),-4,-9
COC(=O)C1=CN(c2c(C)cc(C)cc2C)C(N)=C(C#N)C1c1ccccc1 (configuration not stated),14,-3
C[C@@H]1OC(C2CCCCC2)N(C)[C@H]2C[C@H]3c4[nH]c5cccc(-c6ccccc6)c5c4CCN3C[C@@H]12 (some centres not stated),3,-9
COc1cccc(CNC(=O)[C@H]2CCCN2C(=O)[C@H]2CCCN2S(=O)(=O)c2cccc(C)c2)c1,-5,-5
Cc1cccc(C)c1NC(=O)C1(C)CSCC(=O)N1CCCn1ccnc1 (configuration not stated),-9,0
CC(C)C(=O)Oc1ccc(CO)cc1[C@H](CCN(C(C)C)C(C)C)c1ccccc1,1,-7

# Exported as tab-separated lines: 13 of the compounds above
Compound	CCHF vOTU inh	PrPC TRFRET
Nc1nc2ccc(Cl)cc2cc1C(=O)NCCc1ccc(Cl)cc1Cl	-3	-7
COC(=O)C[C@@H]1CC[C@H]2[C@@H](COc3ccc(NC(=O)c4cc(C)on4)cc3C(=O)N2C)O1	-3	0
COC(=O)[C@]12C[C@H](CC(=O)N3CCN(C(=O)C4CC4)CC3)C(=O)N(Cc3cccc4ccccc34)C1=C[C@H](C(C)C)O[C@@H]2C1CC1	4	-10
O=C(Nc1cccc2ccccc12)OC[C@@H]1CSCCS(=O)(=O)N1	-4	-3
O=C(C=Cc1ccc(OCc2ccccc2)cc1)c1c(F)cccc1F	14	7
CC(=O)N1CCN(c2ccc(N3CCN(C(C)=O)[C@@H](C)C3)c(C)c2)[C@H](C)C1	3	4
O=C(N[C@@H](Cc1cccnc1)C(=O)N1CCC[C@H]1C(=O)NC1CCCC1)c1ccccc1	-5	-1
C=CCN=C1NC(c2ccc(C(F)(F)F)cc2)C(C(=O)OC)=C(C)N1C (configuration not stated)	-4	-9
COC(=O)C1=CN(c2c(C)cc(C)cc2C)C(N)=C(C#N)C1c1ccccc1 (configuration not stated)	14	-3
C[C@@H]1OC(C2CCCCC2)N(C)[C@H]2C[C@H]3c4[nH]c5cccc(-c6ccccc6)c5c4CCN3C[C@@H]12 (some centres not stated)	3	-9
COc1cccc(CNC(=O)[C@H]2CCCN2C(=O)[C@H]2CCCN2S(=O)(=O)c2cccc(C)c2)c1	-5	-5
Cc1cccc(C)c1NC(=O)C1(C)CSCC(=O)N1CCCn1ccnc1 (configuration not stated)	-9	0
CC(C)C(=O)Oc1ccc(CO)cc1[C@H](CCN(C(C)C)C(C)C)c1ccccc1	1	-7

# The list goes on.
SMILES,CCHF vOTU inh,PrPC TRFRET
COC(=O)C1CN(C2CCCC2)CCS(=O)(=O)N1Cc1ccccc1 (configuration not stated),2,4
COc1cccc(CSc2nnc(-c3cccnc3)n2Cc2ccccc2)c1,-1,-8
O=C(NCCc1c[nH]c2ccccc12)OCc1cn(-c2ccc(Cl)cc2)nn1,2,11
CC(C)NC(=O)C1C(c2ccc(C(F)(F)F)cc2)=Nc2ccccc2N1C(=O)c1cc2ccccc2[nH]1 (configuration not stated),12,-4
CCC(C)NC(=O)CNc1nnnn1-c1ccccc1 (configuration not stated),-3,2
CC(C)C[C@H]1COc2cc(Br)ccc2S(=O)(=O)N1Cc1ccc(Cl)cc1,-5,10
O=C(Nc1ccc(C(F)(F)F)cc1)OC1CCC12CCC(c1ccccc1)CC2 (configuration not stated),2,0
CCC[C@@H](/C=C/C(=O)OC(C)(C)C)Sc1ccc(N)cc1,16,0
COc1ccc(NC(=O)N2CCC(N(C)CCC(C)C)CC2)cc1OC,0,6
CN(Cc1ccc(C(C)(C)C)cc1)Cc1cccc2ccccc12,19,13
CCCCC[C@H](O)/C=C/[C@@H]1[C@H]2C/C(=C/CCCC(=O)O)O[C@H]2C[C@H]1O,12,17
O=C(CSc1nnc(COc2ccccc2)n1-c1ccccc1)Nc1ccc2c(c1)OCCO2,4,2
COc1cccc(S(=O)(=O)N(C)C[C@@H]2Oc3ncc(Br)cc3C(=O)N([C@H](C)CO)C[C@@H]2C)c1,10,-6
CN1CCCCC(NC(=O)c2cccs2)C1=O (configuration not stated),-5,-8
Cc1ccc(-c2nnc(SCC(=O)Nc3ccc(-c4nc5ccc(C)cc5s4)cc3)n2Cc2ccco2)cc1,-11,-4
COC(=O)c1sc(NC(=O)OCc2ccccc2)nc1CCNC(=O)OC(C)(C)C,-8,-6
CN1[C@@H](Cc2ccccc2)COc2cccc(N3CCSCC3)c2S1(=O)=O,1,-9
Cc1ccc(C(=O)N2c3ccccc3N=C(c3ccccc3)C2C(=O)NC(C)C)cc1 (configuration not stated),12,-1
COc1cc(CC(=O)Nc2c(-c3ccccc3)[nH][nH]c2=O)cc(OC)c1,11,0
COc1ccc(OC)c(S(=O)(=O)N2CCCCC2C(=O)N2CCN(CCO)CC2)c1 (configuration not stated),1,-3
O=S1(=O)N[C@H](c2ccccc2)COc2cc(Br)ccc21,-2,5
CCOC(=O)N[C@@H](Cc1cccnc1)C(=O)N1CCC[C@H]1C(=O)NC1CCCC1,-3,-6
CC(C)(C)c1ccc(OCCCN2CCC(C(O)(c3ccccc3)c3ccccc3)CC2)cc1,4,-8
COC(=O)Cn1cnc2c(NC(=O)c3ccccc3)ncnc21,-5,6
C[C@@H]1CN([C@@H](C)CO)S(=O)(=O)c2ccc(Br)cc2O[C@@H]1CN(C)S(=O)(=O)c1ccc(F)cc1,8,-8
CSc1cccc(NC(=S)NN/C(=N/S(=O)(=O)c2ccccc2)N2CCCC2)c1,6,10

# Compound activity from PubChem BioAssay.
